# From PubChem
# Arrestin-AP2 inh: human beta-arrestin and AP2 interaction inhibition. FITC-arrestin peptide / GST-AP2 beads, flow cytometry; AP2 beta2 appendage carries R879A mutation. hit rate 0.31% among 340,000. inhibition, % at 10 µM. AID 504490;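 active means inhibition above a set limit, near 3 SD of compounds lacking own fluorescence, cut at about 54% in these data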;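 further: plate controls were DMSO wells for no effect and 5 µM unlabelled arrestin peptide for full effect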
#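 System: GST-AP2 R879A glutathione beads; medium: PBS, Tween 20 0.05%, BSA 0.1%; reagent: fluorescein-tagged arrestin peptide at 50 nM final; schedule: pre-incubation 12 min, peptide binding 1 h, room temperature; detection: flow cytometry, FL1 (488/535 nm); read-out: inhibition as reduced fluorescein signal on beads, percent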
# DSG3 Ab inh: blocks pemphigus antibody binding to human desmoglein-3. AID 588358. DSG3-coupled beads, scFv-anti-DSG3-GFP binding, flow cytometry; hits give low values. P32926. binding (percent of control), % at 10 µM. hit rate 0.48% among 310,000;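 active means binding more than 3 SD below its plate's average and above zero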;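 further: hits lower antibody fragment binding to DSG3; some compounds called inactive have numbers as strong as hits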
# Mot1-301 SUMO: SUMOylation pathway inhibition by Mot1-301 growth rescue. hit rate 1% among 320,000. S. cerevisiae Mot1-301 growth rescue, ATP luminescence, 38.5C; percent above DMSO median, 100 means doubled. growth rescue, % at 18.8 µM;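 active means every valid replicate shows activation above 250% relative to neutral control wells; inactive means the rest, any valid replicate at or below 250%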;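 further: OY570 slx delta 5 strain wells were the positive control but not used for scaling; some compounds called inactive have numbers as strong as hits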
# MITF act: activators of MITF-driven TRPM1 promoter activity in SK-MEL-5 cells. hit rate 0.75% among 300,000. AID 588334. SK-MEL-5 TRPM1-promoter luciferase, 24 h; % of positive control, neutral wells = 0. activation, % at 12.5 µM;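 active means mean activation of at least 80% with every replicate also reaching 80%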;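 further: 0% = neutral control wells and 100% = parthenolide positive control wells; values of inactives mirror those of a sister screen read the other way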
# SR-BI DiI inh: blocks mouse SR-BI lipid uptake from DiI-HDL | inhibition, % at 12.5 µM | ldlA[mSR-BI] CHO cells, DiI-HDL uptake fluorescence, 3 h | Q61009 | hit rate 0.96% among 320,000;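 active means mean replicate inhibition of at least 70% and a set share of replicates each scoring 70 or more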;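 further: 0% = median of neutral control wells and 100% = median of positive control wells; values of inactives mirror those of a sister screen read the other way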
# Target sequence (Q61009 whole entry, looked up): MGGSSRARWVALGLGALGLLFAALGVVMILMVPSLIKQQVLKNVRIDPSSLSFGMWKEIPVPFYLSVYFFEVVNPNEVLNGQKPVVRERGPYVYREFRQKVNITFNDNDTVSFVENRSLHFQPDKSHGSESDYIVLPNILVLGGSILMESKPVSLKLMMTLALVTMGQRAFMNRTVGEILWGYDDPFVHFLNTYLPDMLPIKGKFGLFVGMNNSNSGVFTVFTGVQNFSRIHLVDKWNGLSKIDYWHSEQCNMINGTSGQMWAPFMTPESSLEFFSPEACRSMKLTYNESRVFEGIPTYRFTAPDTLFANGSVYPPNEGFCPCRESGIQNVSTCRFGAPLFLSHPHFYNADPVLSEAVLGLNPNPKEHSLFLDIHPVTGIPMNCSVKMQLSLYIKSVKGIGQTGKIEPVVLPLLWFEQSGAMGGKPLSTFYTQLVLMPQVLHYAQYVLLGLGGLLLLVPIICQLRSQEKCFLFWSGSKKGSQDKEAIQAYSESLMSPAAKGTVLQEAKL
# SR-BI uptake up: activators of SR-BI mediated HDL lipid uptake; CHO ldlA[mSR-BI] cells, DiI-HDL uptake fluorescence, 3 h; 100 = double the neutral-control signal; activation, % at 12.5 µM; hit rate 0.096% among 320,000; AID 504775;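 active means mean replicate activation of at least 60% and every replicate at or above 60%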;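 further: 0% = median plate neutral-control signal and 100% = twice that signal; values of inactives mirror those of a sister screen read the other way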
#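 Test system: SR-BI-overexpressing, LDLR-lacking CHO cells; Medium: Ham's F12 with 0.5% BSA, HEPES 25 mM, pH 7.4; Schedule: 3 h, 37 °C; Technique: bottom-read fluorescence, 550/595 nm.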
# CDK5 p35 inh: CDK5/p35 (human) kinase inhibition | hit rate 0.01% among 330,000 | AID 488839 | Recombinant CDK5/p35, ADP-Glo luminescence, 60 min | inhibition, % at 10 µM;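 active means highest replicate inhibition of at least 50% and at least 75% of replicates reaching 50%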;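 further: plate controls were DMSO neutral control for no effect and GW8510 at 10 µM for full effect; many of its hits are not listed in these tables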
# PKA-R1A act: activators of PKA-R1A complex; activation, % at 11.4 µM; PKA-R1A dissociation, Cy5-IP20 fluorescence polarization; scaled: DMSO 0%, 113 µM cGMP 100%; AID 504707; hit rate 0.083% among 340,000;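 active means percent activation above the mean of all tested compounds plus 3 SD, cut at about 19% in these data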;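 further: higher means more PKAc released from R1A so a rise in polarization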
# PKA-R2B act: PKA-R2B complex activation | PKA-R2B holoenzyme dissociation, Cy5-IP20 fluorescence polarization; R2B truncated from residue 108, S112A mutant; 0% DMSO only, 100% 113 µM cGMP | hit rate 0.079% among 340,000 | AID 504700 | P22694+P31323 | activation, % at 11.4 µM;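 active means activation above a cutoff set at the mean over all compounds plus 3 SD, cut at about 18% in these data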;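 further: higher means more holoenzyme dissociation and a rise in polarization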
# Target sequence (P31323 whole entry, looked up, other chains not shown, the tested form may be a part): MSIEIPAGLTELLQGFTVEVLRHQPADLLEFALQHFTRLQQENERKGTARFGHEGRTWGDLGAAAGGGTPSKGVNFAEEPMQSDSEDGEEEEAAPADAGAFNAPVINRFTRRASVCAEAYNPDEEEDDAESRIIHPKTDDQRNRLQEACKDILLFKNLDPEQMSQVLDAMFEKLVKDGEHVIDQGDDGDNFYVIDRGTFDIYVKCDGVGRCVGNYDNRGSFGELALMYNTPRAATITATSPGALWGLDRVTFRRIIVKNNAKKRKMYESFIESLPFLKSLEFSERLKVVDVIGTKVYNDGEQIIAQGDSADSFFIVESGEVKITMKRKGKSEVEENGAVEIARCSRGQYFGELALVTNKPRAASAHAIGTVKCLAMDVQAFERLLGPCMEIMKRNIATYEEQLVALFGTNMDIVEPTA
# dFosB act: enhances mouse delta FosB homodimer DNA binding. AID 493131. purified delta FosB, TAMRA-CDK5 oligo fluorescence polarization; percent of positive-control signal above neutral wells. activation, % at 25 µM. hit rate 0.99% among 340,000;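 active means mean activation above about 17%, with every replicate also reaching it, limit read from the data, passing the limit was not always enough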;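 further: fluorescence polarization rise as delta FosB binds a TAMRA Cdk5 AP-1 oligo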
# NSD2 HMT inh: NSD2 (human) methyltransferase inhibition. inhibition, % at 12.5 µM. NSD2 peptide methylation, AlphaScreen, 120 min. O96028. hit rate 0.54% among 310,000; in the data active means inhibition above about 50%
# The depositor's hits bear a star; · = no result given. Compounds as they come; 4.7% or so of the library scored in one or more.
Structure	CDK5 p35 inh	Mot1-301 SUMO	Arrestin-AP2 inh	MITF act	PKA-R1A act	NSD2 HMT inh	SR-BI uptake up	dFosB act	SR-BI DiI inh	DSG3 Ab inh	PKA-R2B act
O=C(NCC1CC1)NC(=O)c1c(F)cccc1Cl	-0.4	163	1	5	-8	-3	6	7	-6	92	-10
CCOCCCNC(=O)c1c(N)n(-c2ccc(S(N)(=O)=O)cc2)c2nc3ccccc3nc12	1.5	8	-1	-6	-10	2	·	-9	-35	100	0
O=C(NCc1ccccc1)C1CCCN(S(=O)(=O)c2ccc(-n3cnnn3)cc2)C1 (stereo not drawn)	0.7	158	3	-3	7	-1	17	-3	-17	98	-1
O=C(Oc1ccc2ccc(OC(=O)N3CCCCCC3)cc2c1)N1CCCCCC1	0.8	-4	8	24	-5	-2	6	-11	-6	84	-6
FC(F)(F)c1cc(-c2ccco2)nc(NCCc2ccccc2)n1	0.2	-7	-1	24	-8	-1	-12	-4	12	·	7
CN(Cc1nc(CCc2ccccc2)no1)Cc1cccs1	-0.9	-23	8	20	4	-2	4	2	-4	106	-1
Cc1ccc(/C=N/NC(=O)c2cccc(S(=O)(=O)N3CCOCC3)c2)o1	0.6	-7	4	5	4	0	-11	-1	11	99	6
CC(C)(C)N(NS(=O)(=O)c1ccc(F)cc1)c1ccccc1	0.6	-10	0	-10	-4	-2	22	2	-22	104	3
Cc1nc(-c2ccc(S(=O)(=O)N3CCN(C(c4ccccc4)c4ccccc4)CC3)s2)cs1	1.1	-3	39	·	-13	6	8	-4	-8	97	2
O=C(Nc1ccccc1Cl)C(=O)c1cn(CC(=O)N2CCOCC2)c2ccccc12	-1.3	-7	0	83*	-14	-3	-15	9	15	105	5
COc1ccc(/C=N\NC(=O)CCc2c(C)n[nH]c2C)c(OC)c1OC	0.2	-11	1	-1	-6	4	-23	7	32	89	-4
COC(=O)c1cccc(NC(=O)NC2CCCN2S(=O)(=O)c2ccc(Cl)cc2)c1 (stereo not drawn)	-4.7	·	-11	-2	1	-3	-7	1	7	108	-23
COc1cc([N+](=O)[O-])ccc1NC(=O)NCc1ccco1	-0.4	·	9	8	-4	6	-72	-5	72*	97	-2
O=C(Cc1ccccc1F)NC1CCSc2ccccc21 (stereo not drawn)	-1.7	-12	14	-9	5	-7	-15	7	15	106	4
CC(C)Cc1cc(C(=O)Nc2sc3c(c2C#N)CCC3)no1	-0.2	7	7	13	-10	·	-21	-10	21	100	-3
O=C(c1ccco1)N1CCN(C(=O)C(Cc2ccccc2)NS(=O)(=O)c2cccs2)CC1 (stereo not drawn)	-0.7	39	5	·	-2	1	4	-4	-4	104	-5
COc1cc(C(=O)NCC(=O)N2CCN(S(=O)(=O)c3ccccc3C(F)(F)F)CC2)cc(OC)c1OC	-0.7	6	-2	-1	-12	15	-13	-6	13	·	4
COc1cc2c3c(c1)C1(C(=O)N3C(C)(C)C=C2C)C(C#N)=C(N)Oc2cc(C)oc(=O)c21 (stereo not drawn)	-0.1	241	-3	-5	4	0	17	-14	-17	97	-4
CCOC(=O)c1nn(-c2ccccc2F)c(C)c1C(C)=O	-0.2	-4	5	-1	0	1	·	-4	·	99	4
CC1(C)CC(NC(=O)c2ccccc2Cl)CC(C)(C)N1	0.8	3	8	0	7	16	22	7	-22	108	-14
CCCC(=O)Nc1ccccc1NC(=O)c1cc(OC)c(OC)c(OC)c1	3.2	-5	32	·	-3	1	17	-1	-17	99	5
CCn1c(=O)c2cc(C(=O)N(C)CC(OC)OC)sc2c2ccccc21	0.9	5	17	3	1	5	-32	-16	32	99	-14
O=C(NCc1ccccc1)C(c1ccccc1)N(C(=O)c1csnn1)C1CCCC1 (stereo not drawn)	-2.1	-11	16	·	7	-5	·	-6	·	111	11
Cc1cc(Nc2cccc(Cl)n2)n(-c2ccccc2)n1	-1.6	-13	9	6	12	-2	14	-2	-14	112	-6
CSc1ccc(S(=O)(=O)NCC(=O)OCC(=O)N(C)Cc2ccccc2)cc1[N+](=O)[O-]	0.0	-11	-4	5	3	1	28	-15	-28	103	-2
COc1ccc(OC)c(NC(=O)C2CC(=O)N(c3ccccc3)C2)c1 (stereo not drawn)	-1.6	-1	1	1	0	-3	-15	2	15	107	-2
CC(C)c1nccn1CCC(=O)O	-1.8	14	5	1	-4	-5	-22	-3	22	95	3
O=C1c2ccccc2C(=O)N1c1ncn[nH]1	1.6	21	-3	3	-5	-2	·	-1	·	97	0
Nc1ccccc1SCc1csc(-c2ccc(Cl)cc2)n1	0.5	22	8	35	-3	-1	-7	-8	7	94	7
CNc1ccn(C2CCCO2)c(=O)n1 (stereo not drawn)	-2.9	13	-13	-13	-8	-1	22	5	-22	98	9

# Among those listed so far, these contain a nitro group on carbon:
Structure	CDK5 p35 inh	Mot1-301 SUMO	Arrestin-AP2 inh	MITF act	PKA-R1A act	NSD2 HMT inh	SR-BI uptake up	dFosB act	SR-BI DiI inh	DSG3 Ab inh	PKA-R2B act
COc1cc([N+](=O)[O-])ccc1NC(=O)NCc1ccco1	-0.4	·	9	8	-4	6	-72	-5	72*	97	-2
CSc1ccc(S(=O)(=O)NCC(=O)OCC(=O)N(C)Cc2ccccc2)cc1[N+](=O)[O-]	0.0	-11	-4	5	3	1	28	-15	-28	103	-2

# Going on with the list.
Structure	CDK5 p35 inh	Mot1-301 SUMO	Arrestin-AP2 inh	MITF act	PKA-R1A act	NSD2 HMT inh	SR-BI uptake up	dFosB act	SR-BI DiI inh	DSG3 Ab inh	PKA-R2B act
COc1ccc(/C=N/NC(=O)c2cc(-c3ccc(C)cc3C)nc3ccccc23)cc1COC(C)=O	-2.2	-10	4	-4	-3	-3	-12	0	12	·	1
C=CCC[C@@H](Cc1ccc(F)cc1)C(=O)OCCNC(=O)[C@@H](CC=C)CC(=O)N[C@H](CO)Cc1ccccc1	-1.2	-1	-5	8	-6	·	-49	7	49	104	-11
O=C(CSc1cccc[n+]1[O-])NC1CCCCC1	0.1	-7	18	·	-1	-2	-2	3	2	105	-15
CCOC(=O)c1c(C)c(C(=O)N2CCCCCC2)c(C)n1CC	5.3	-22	-5	-15	-4	-4	2	2	-2	102	-7
Cc1sc2ncn(CC(=O)NCCCC(=O)N3CCC(C(N)=O)CC3)c(=O)c2c1C	-1.8	110	10	-4	-2	0	22	0	-22	·	-2
O=C1C2=C(c3ccccc31)[N+](=O)C1CCCCC1N2[O-] (stereo not drawn)	-0.7	-10	-9	23	-4	9	9	-3	-9	·	4
COc1ccc(NC(=O)Cn2nnc(C(=O)NCCc3ccc(OC)c(OC)c3)c2N)cc1	-0.2	-3	-4	-4	4	159*	-61	-2	61	103	1
Fc1ccc(CCNc2ncnc3[nH]ncc23)cc1	2.9	·	8	49	-8	0	-5	-7	5	94	2
O=C(O)CC(SCC(=O)Nc1ccc(Br)cc1)C(=O)O (stereo not drawn)	1.9	14	29	3	-6	-3	-5	-3	5	105	1
CC1(C)C2CCC1(C)C(OC(=O)CCn1ccnc1)C2 (stereo not drawn)	-2.0	0	-4	1	-5	·	-6	-10	6	102	-5
CCCN(CCO)Cc1ccc(F)c(Br)c1	0.4	-19	-12	7	-5	0	1	4	-1	98	-5

# Molecules shown so far that contain a thiophene ring, fused or not:
Structure	CDK5 p35 inh	Mot1-301 SUMO	Arrestin-AP2 inh	MITF act	PKA-R1A act	NSD2 HMT inh	SR-BI uptake up	dFosB act	SR-BI DiI inh	DSG3 Ab inh	PKA-R2B act
CN(Cc1nc(CCc2ccccc2)no1)Cc1cccs1	-0.9	-23	8	20	4	-2	4	2	-4	106	-1
Cc1nc(-c2ccc(S(=O)(=O)N3CCN(C(c4ccccc4)c4ccccc4)CC3)s2)cs1	1.1	-3	39	·	-13	6	8	-4	-8	97	2
CC(C)Cc1cc(C(=O)Nc2sc3c(c2C#N)CCC3)no1	-0.2	7	7	13	-10	·	-21	-10	21	100	-3
O=C(c1ccco1)N1CCN(C(=O)C(Cc2ccccc2)NS(=O)(=O)c2cccs2)CC1 (stereo not drawn)	-0.7	39	5	·	-2	1	4	-4	-4	104	-5
CCn1c(=O)c2cc(C(=O)N(C)CC(OC)OC)sc2c2ccccc21	0.9	5	17	3	1	5	-32	-16	32	99	-14
Cc1sc2ncn(CC(=O)NCCCC(=O)N3CCC(C(N)=O)CC3)c(=O)c2c1C	-1.8	110	10	-4	-2	0	22	0	-22	·	-2
